Assay outcomes as filed in PubChem.
mHTT CaM bind = mutant huntingtin-calmodulin interaction inhibitors – biochemical, AlphaScreen, primary screen. P42858. AlphaScreen His-mHTT/GST-CaM binding, luminescence. inhibition, % at 15 µM. actives 3.6% (n = 190,000);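 also: 0% = both proteins with DMSO and 100% = one protein alone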
Target sequence (P42858 whole entry, looked up, stated change not applied): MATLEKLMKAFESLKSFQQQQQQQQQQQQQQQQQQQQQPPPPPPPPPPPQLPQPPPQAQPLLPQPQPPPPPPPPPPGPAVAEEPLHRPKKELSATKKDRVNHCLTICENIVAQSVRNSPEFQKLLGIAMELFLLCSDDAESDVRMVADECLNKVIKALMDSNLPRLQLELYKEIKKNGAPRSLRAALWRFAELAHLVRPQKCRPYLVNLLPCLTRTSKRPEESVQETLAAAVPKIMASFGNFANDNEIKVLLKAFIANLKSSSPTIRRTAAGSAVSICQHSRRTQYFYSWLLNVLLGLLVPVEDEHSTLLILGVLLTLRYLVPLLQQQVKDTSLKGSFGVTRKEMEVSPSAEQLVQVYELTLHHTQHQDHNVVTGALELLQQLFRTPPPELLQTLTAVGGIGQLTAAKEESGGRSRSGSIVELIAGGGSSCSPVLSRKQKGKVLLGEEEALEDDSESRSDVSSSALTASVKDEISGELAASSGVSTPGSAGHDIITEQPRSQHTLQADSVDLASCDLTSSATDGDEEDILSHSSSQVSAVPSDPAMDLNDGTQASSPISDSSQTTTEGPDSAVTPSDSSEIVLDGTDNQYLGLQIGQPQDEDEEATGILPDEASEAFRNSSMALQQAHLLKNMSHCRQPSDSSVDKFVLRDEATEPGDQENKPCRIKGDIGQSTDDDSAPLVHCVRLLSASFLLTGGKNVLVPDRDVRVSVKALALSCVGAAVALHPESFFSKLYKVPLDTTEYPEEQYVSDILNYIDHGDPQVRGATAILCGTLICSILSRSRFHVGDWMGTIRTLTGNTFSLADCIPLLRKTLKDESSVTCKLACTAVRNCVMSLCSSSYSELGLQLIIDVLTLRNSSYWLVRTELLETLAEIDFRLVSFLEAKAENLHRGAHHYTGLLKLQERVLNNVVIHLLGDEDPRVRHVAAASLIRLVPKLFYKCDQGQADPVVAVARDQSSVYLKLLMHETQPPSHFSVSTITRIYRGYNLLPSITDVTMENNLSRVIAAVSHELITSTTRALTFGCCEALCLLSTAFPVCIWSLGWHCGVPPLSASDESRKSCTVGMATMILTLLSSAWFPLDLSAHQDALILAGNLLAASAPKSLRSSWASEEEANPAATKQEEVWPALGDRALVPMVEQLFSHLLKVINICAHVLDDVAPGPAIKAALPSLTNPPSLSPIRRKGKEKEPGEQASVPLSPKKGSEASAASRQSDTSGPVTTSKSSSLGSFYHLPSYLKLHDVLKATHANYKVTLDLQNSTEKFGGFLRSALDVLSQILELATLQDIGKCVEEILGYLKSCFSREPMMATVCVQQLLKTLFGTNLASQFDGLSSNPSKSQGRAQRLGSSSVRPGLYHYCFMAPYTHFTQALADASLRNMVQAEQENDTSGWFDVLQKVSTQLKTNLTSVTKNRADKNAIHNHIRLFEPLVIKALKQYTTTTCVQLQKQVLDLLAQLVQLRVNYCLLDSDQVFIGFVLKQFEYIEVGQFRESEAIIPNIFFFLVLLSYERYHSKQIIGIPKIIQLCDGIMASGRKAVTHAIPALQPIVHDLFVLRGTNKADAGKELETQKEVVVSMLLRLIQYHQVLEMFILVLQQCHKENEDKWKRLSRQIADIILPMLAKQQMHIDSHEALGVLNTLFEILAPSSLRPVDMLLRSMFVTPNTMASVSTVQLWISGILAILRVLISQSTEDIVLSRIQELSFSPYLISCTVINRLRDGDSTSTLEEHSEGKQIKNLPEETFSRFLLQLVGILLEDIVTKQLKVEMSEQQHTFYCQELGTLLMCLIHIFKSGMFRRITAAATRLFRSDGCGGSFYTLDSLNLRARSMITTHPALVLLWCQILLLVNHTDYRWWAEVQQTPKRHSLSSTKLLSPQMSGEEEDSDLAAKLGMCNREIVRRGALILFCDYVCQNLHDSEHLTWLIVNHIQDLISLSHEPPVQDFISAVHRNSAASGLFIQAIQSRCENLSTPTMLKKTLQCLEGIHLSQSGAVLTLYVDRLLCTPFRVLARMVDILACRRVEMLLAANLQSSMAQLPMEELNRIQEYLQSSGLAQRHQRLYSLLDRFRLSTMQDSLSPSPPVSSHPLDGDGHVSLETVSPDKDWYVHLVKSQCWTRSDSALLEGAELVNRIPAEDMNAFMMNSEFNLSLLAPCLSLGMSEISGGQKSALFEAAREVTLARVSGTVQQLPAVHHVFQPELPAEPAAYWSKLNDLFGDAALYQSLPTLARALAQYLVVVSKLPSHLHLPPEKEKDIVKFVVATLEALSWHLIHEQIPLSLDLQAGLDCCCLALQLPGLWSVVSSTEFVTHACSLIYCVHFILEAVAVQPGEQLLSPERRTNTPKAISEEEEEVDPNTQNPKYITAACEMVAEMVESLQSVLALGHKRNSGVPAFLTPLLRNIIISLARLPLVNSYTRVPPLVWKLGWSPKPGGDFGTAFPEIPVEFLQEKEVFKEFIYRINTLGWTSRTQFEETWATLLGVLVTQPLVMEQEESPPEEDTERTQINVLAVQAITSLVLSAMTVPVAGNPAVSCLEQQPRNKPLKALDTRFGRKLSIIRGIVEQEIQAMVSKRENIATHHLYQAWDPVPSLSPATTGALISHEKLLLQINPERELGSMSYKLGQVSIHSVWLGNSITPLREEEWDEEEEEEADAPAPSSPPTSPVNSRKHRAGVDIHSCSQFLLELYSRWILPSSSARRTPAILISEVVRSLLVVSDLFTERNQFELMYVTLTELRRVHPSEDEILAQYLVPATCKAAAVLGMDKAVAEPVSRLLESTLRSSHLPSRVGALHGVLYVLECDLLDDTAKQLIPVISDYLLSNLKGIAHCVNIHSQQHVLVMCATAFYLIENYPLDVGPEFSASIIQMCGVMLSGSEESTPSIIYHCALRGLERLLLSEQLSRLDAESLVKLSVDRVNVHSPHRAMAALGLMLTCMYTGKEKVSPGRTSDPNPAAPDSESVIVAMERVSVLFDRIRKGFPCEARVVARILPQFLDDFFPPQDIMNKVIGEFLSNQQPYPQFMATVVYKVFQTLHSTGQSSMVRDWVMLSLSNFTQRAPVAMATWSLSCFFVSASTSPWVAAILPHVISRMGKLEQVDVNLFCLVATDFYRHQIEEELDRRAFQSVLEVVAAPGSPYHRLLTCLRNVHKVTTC
Pf apPOL inh = Pf-apPOL inhibitors, biochemical, fluorescence. Plasmodium falciparum apicoplast DNA polymerase (apPOL). Recombinant Pf-apPOL, molecular beacon fluorescence, 1.5 h. inhibition, % at 10 µM. actives 0.25% (n = 210,000)
Active calls of the source: *; i = inactive; · = no result given; & = joins results of further samples. Rule as the data show it: active = inhibition above about 50%; inactive = the rest.

Results follow in this order: mHTT CaM bind	Pf apPOL inh
Cc1ccccc1-n1nc2c(c1NC(=O)c1ccc(Br)cc1)CS(=O)C2 (stereo not drawn)
→ 2	2
Cc1cccn2c(=O)c3cc(C#N)c(=N)n(CCOCCO)c3nc12
→ -2	-7
O=C(c1ccc(F)cc1)N1CCN(C(C(=O)N2CCCC2)C2CCCC2)CC1 (stereo not drawn)
→ -2	0
O=C(c1ccc(F)cc1)N1CCC(CCNS(=O)(=O)c2ccc(Cl)cc2)CC1
→ 55*	0
COc1ccc(CNC(=O)CSc2cc(-n3nc(C)cc3C)ncn2)cc1
→ 0	-8
CNC(=O)c1cc(N2CCOCC2)nc2ccccc12
→ 1	-3
Cc1oc2cc(O)ccc2c(=O)c1-c1nc2ccccc2n1C
→ 5	2
CC1CCc2onc(C(=O)NCc3cccs3)c2C1 (stereo not drawn)
→ -7	-3
CCOC(=O)C1=C(O)C(=O)N(Cc2ccco2)C1
→ ·	-8
O=C(c1cccs1)N1CCCCC1c1nncn1CC1CC1 (stereo not drawn)
→ -4	-1
O=c1cc(CN2CCCCC2)c2cc3c(cc2o1)OCO3
→ 1	2
Cc1cccc(C)c1OCc1nnc2c3cnn(C)c3ncn12
→ -3	1
COc1ccc(N2C(=O)C(N3C(=O)c4ccc([N+](=O)[O-])cc4C3=O)C2c2ccc(F)cc2)cc1 (stereo not drawn)
→ 22	-1
O=C(NCCc1ccccc1)N1CCCC1c1cccc(F)c1 (stereo not drawn)
→ -7	2
O=[N+]([O-])/C(C(Cl)=C(Cl)Cl)=C(/Cl)Sc1ccccc1
→ 4	-5
CS(=O)(=O)N1CCN(S(=O)(=O)C2CC2)CC1
→ -9	-4
O=C(CN1CCC2(CC1)N=C(c1ccccc1)C(=O)N2)Nc1ccccc1
→ -1	-1
COCc1cc(C)nc2sc(C(=O)Nc3ccc([N+](=O)[O-])cc3)c(N)c12
→ 2	2
COc1cc(OC)c(NC(=O)Cc2c(C(=O)O)[nH]c3ccc(Cl)cc23)cc1Cl
→ 26	-4
O=S(=O)(NCCC12CC3CC(CC(C3)C1)C2)c1cc(Cl)ccc1Cl
→ -48	0
CCOC(=O)C(C)Oc1ccc2c(-c3cccc([N+](=O)[O-])c3)cc(=O)oc2c1 (stereo not drawn)
→ 2	-8
O=C(NCc1ccccc1)c1cccc(NC(=O)C2CC2)c1
→ 1	-4
Cc1ccc(-n2cc(-c3ccccc3)c3c(NCC4CCCO4)ncnc32)cc1 (stereo not drawn)
→ 56*	-11
Cc1ccc(CN2CCCC2c2cc(C(C)C)on2)s1 (stereo not drawn)
→ -17	-2
CN(C)C(=O)c1cc2c(s1)CCC(C(=O)Nc1ccc(N3CCOCC3)cc1)C2 (stereo not drawn)
→ 0	-1
O=C(Cc1cccc(F)c1)N1CCn2cnnc2C1
→ -6	-4
COCC(=O)N1CCN=C1N1CCCCC1
→ -5	0
CC(C)(C)c1ccc(-c2n[nH]c(=S)n2/N=C/c2ccc(C(F)(F)F)cc2)cc1
→ i	·
NC(=O)c1cc2ccccc2oc1=Nc1ccc(I)cc1
→ -2	-5
CCn1c(C2CCN(S(=O)(=O)c3cccc(OC)c3)C2)nc2ccncc21 (stereo not drawn)
→ 4	-4

The listing continues.
Results follow in this order: mHTT CaM bind	Pf apPOL inh
O=C(NCC1COc2ccccc2O1)c1sc2ccccc2c1Cl (stereo not drawn)
→ ·	-12
CC1=NOC(=O)/C1=C/c1ccccc1OCc1ccccc1F
→ 20	-1
Cc1ccc2c(c1)N(C(=O)Nc1ccc(Br)cc1F)CCO2
→ -5	-12
Cc1ccc(NC(=O)Cn2c(N3CCCC3)nc(C)cc2=O)c(C)c1
→ -8	-2
O=C(CC1CCCCC1)N1CCc2nc[nH]c2C1
→ 7	-3
O=C(NCc1ccccc1)N1CCOc2ccc(Cl)cc21
→ -17	-1
COc1ccccc1/C=C/C=C1/N=C(c2ccccc2OC)OC1=O
→ 9	-3
COc1ccc(S(=O)(=O)N2CCC(C(=O)Nc3ccc(C(C)C)cc3)CC2)cc1OC
→ 14	-9
Cc1nn(C)c(C)c1Cc1c(F)cccc1Cl
→ ·	-9&-7
CCC1c2ccc(C)n2CCN1C(=O)Nc1ccccc1Br (stereo not drawn)
→ -3	-4
COc1cccc(OC)c1C(=O)N1CCCCCC1
→ 2	-1
C=CCc1cc(C)ccc1OCCCCN1CCN(C)CC1
→ 8	-10
COc1cc(C(=O)N2CCN(C34CC5CC(CC(C5)C3)C4)CC2)cc(OC)c1OC
→ 0	-1
O=C(NCCN1CCCCCC1)c1cccc(C2CCCN(C(=O)Nc3ccccc3)C2)c1 (stereo not drawn)
→ 16	4
Cc1cccc(CNC2=NCCNC23CCN(S(=O)(=O)c2ccccc2)CC3)c1
→ -4	-1
COc1ccc(C(=O)N2CCCCC2CCN2CCCCCC2)cc1Cl (stereo not drawn)
→ -5	-8
COCCN=C1Nc2ccccc2NC12CCCN(C(=O)c1cc(OC)cc(OC)c1)C2 (stereo not drawn)
→ 0	-2
CC1(C)OC(=O)C(=CNc2ccc3ccccc3c2)C(=O)O1
→ -8	-10
CNC(=O)c1cc(Nc2nnc(C)c3ccccc23)ccc1OC
→ -3&2	-69&3
CCc1c(C(=O)O)nnn1-c1cccc(Br)c1
→ -8	2
CC(=O)C1=C(O)C(=O)N(CC(=O)O)C1c1ccccc1[N+](=O)[O-] (stereo not drawn)
→ 1	6
CC(=O)c1cccc(Nc2ncnc3c2cnn3-c2ccc(Cl)cc2)c1
→ 20	-2
CCC(C)NC(=O)N1CCc2c(c(-c3nc(C)no3)nn2C)C1 (stereo not drawn)
→ -6	-7
Cn1nc(-c2nnc(-c3ccccc3Cl)o2)c2c1CCN(C(=O)COc1ccccc1)C2
→ 28	-3
O=C(c1ccsc1)N1CCN(CCNS(=O)(=O)C2CC2)CC1
→ -4	-2
COc1ccc(NC(=O)Cc2ccc(Br)cc2)c([N+](=O)[O-])c1
→ 24	-6
Cc1ccc(C(=O)Nc2ccc(N3CCN(C(=O)c4ccccc4F)CC3)nc2)cc1
→ -3	-8
CCCCCCCCCOC(=O)CCN1C(=O)C(=C2SC(=S)N(CCC(=O)OCCCCCCCCC)C2=O)SC1=S
→ -2	6
Cc1ccc(Sc2ncccc2NC(=O)c2ccccc2Cl)cc1
→ ·	-5
O=C(CSc1nnc(NC(=O)c2ccc3c(c2)OCO3)s1)c1ccccc1
→ 0	-2

(more compounds)
Results follow in this order: mHTT CaM bind	Pf apPOL inh
O=C(CCc1c[nH]c2ccccc12)OCC(=O)c1cccc([N+](=O)[O-])c1
→ 41	-14
COc1ccc(CN2CCc3nc(Nc4ccccc4)ncc3C2)c(OC)c1
→ 0	-2
O=C1[C@H]2CCC=C[C@H]2[C@H](c2ccccc2Br)N1Cc1ccccc1
→ 46	8
CCOC(=O)c1csc(NC(=O)c2sc3ccccc3c2Cl)n1
→ -9	1
O=C(NCCN1CCCCC1)c1cc2c(s1)CCN(C(=O)c1ccc(F)cc1)C2
→ -2	-3
NS(=O)(=O)c1ccc(CCNC(=O)C(=O)Nc2cc3c4c(c2)CC(=O)N4CCC3)cc1
→ -10	4
COc1ccc(C2C=C(c3ccc(Br)s3)Nc3nnnn32)cc1OC (stereo not drawn)
→ 9	-3
CCOc1ccc(N2CC(C(=O)Nc3ccccc3C(C)C)CC2=O)cc1 (stereo not drawn)
→ -6	-6
Cc1nn(-c2nc3ccccc3s2)c2c1C(c1ccc(Cl)cc1)CC(=O)N2 (stereo not drawn)
→ -1	-2
Cc1ccc(NC(=O)c2cccnc2-c2ccsc2)c(C)c1
→ 1	1
CC(C)CSC1=NSC2=NC(=O)/C(=C\c3ccc([N+](=O)[O-])o3)C(=N)N12
→ 79*	-3
CCCn1c(C2CCN(C(=O)c3ccccc3)C2)nc2cccnc21 (stereo not drawn)
→ -7	-3
C=CCc1c(C)nc2nc(SCC(=O)NCc3ccc(C)cc3)nn2c1C
→ 3	-8
CC1CCC(C2OC3CC4C5CCC6CC(O)CCC6(C)C5=CCC4(C)C3C2C)OC1 (stereo not drawn)
→ ·	4
CCc1ccc(OCCCN2CCNCC2)cc1
→ -1	-5
CC(Oc1ccccc1F)C(=O)NCCN1CCCCC1 (stereo not drawn)
→ -1	-3
O=C(CCC(=O)N1CCCC1)Nc1ccc(F)cc1
→ ·	-1
CC(=O)N1CCc2ccccc2C1C(=O)NCc1cccc(F)c1 (stereo not drawn)
→ -11	-3
CC(=O)Nc1ccc(S(=O)(=O)NC2(c3nc(C4CC4)no3)CCCCC2)cc1Cl
→ -8	0
Cn1c(C2CCN(C(=O)Nc3cccc(C(F)(F)F)c3)C2)nc2cccnc21 (stereo not drawn)
→ 2	-6
COc1ccc(/C=C2\N=C(c3ccccc3Br)OC2=O)cc1
→ 2	-28
CS(=O)(=O)N1CCN(Cc2ccco2)CC1
→ 4	2
O=C(Cc1c[nH]c2ccccc12)N(CC1CCCO1)C1(C(=O)NC2CCCC2)CCCCC1 (stereo not drawn)
→ 67*	-7
Cc1cccc(NC(=O)C2CCc3nc(N4CCOCC4)ncc3C2)c1C (stereo not drawn)
→ 0	-3
CCN1CCN(c2ccc(NC(=O)C3CCC3)cn2)C1=O
→ -2	6
CCN(CC)C(=S)NC1CCCCC1
→ -7	·
N#Cc1ccc(NC(=O)CN2CCC(c3nc(-c4cccc(F)c4)no3)CC2)cc1
→ -5	-5
Cc1cc(C2CCCN2C(=O)C(C)(C)C)no1 (stereo not drawn)
→ -7	-7
Cc1ccc(NC(=O)C(=O)Nc2ccccn2)cc1
→ -3	-5
Cc1[nH]n(-c2cccc(Cl)c2)c(=O)c1C=Nc1ccccc1O
→ 32	-2

Full records, looked up by structure:
Entry for `N#Cc1ccc(NC(=O)CN2CCC(c3nc(-c4cccc(F)c4)no3)CC2)cc1` = mHTT CaM bind = -5; Pf apPOL inh = -5
Entry for `COc1cc(OC)c(NC(=O)Cc2c(C(=O)O)[nH]c3ccc(Cl)cc23)cc1Cl` = mHTT CaM bind = 26; Pf apPOL inh = -4
Entry for `Cn1nc(-c2nnc(-c3ccccc3Cl)o2)c2c1CCN(C(=O)COc1ccccc1)C2` = mHTT CaM bind = 28; Pf apPOL inh = -3

Further structures.
Compound,mHTT CaM bind,Pf apPOL inh
O=[N+]([O-])c1ccccc1S(=O)(=O)N1CCc2ccccc21,3,-2
Nc1nnc(COc2ccc(Br)cc2)s1,-2,1
COc1ccc(NC(=O)c2ccc(F)c(S(=O)(=O)N3CCc4ccccc43)c2)cc1,8,0
CCOc1cccc(=NCc2ccccc2)c2c(C)[nH]c(C)c12,76*,0
Cc1ccc(NC(=O)CCCn2nc([N+](=O)[O-])c(Cl)c2C)cc1C,4,2
O=C(Nc1ccc2c(c1)OCO2)c1ccc(Br)cc1F,-1,0
COc1ccc(C2CC(c3ccc(C)cc3)Nc3ncnn32)cc1OC (stereo not drawn),8,-3
CCCCOc1ccc(C(=O)NCc2ccsc2)cc1,-12,-59
Cc1ccccc1Cc1c(C)nc2nc(SCC(=O)NCc3ccccc3)nn2c1C,6,-6
Cc1nn2c3ccccc3nc2n1C,-7,·
Cc1ccc(/C=C2\N=C(c3cccc(I)c3)OC2=O)o1,3,1
Cc1cc(C2CCCN2Cc2cn[nH]c2-c2ccc(F)cc2)no1 (stereo not drawn),9,-2
COc1ccc(NC(=O)CSCc2ccccc2C)cc1Cl,-9,-17
Cc1cccc(NC(=O)C2CCCN(c3cn[nH]c(=O)c3)C2)c1 (stereo not drawn),0,7
N#CC1=C(N)Oc2cc(O)ccc2C1c1ccc(Cl)c(Cl)c1 (stereo not drawn),100*,-6
Cc1nn(CCS(=O)(=O)c2ccc(Cl)cc2)c(C)c1Br,·,-4
Cc1ccc(F)cc1NC(=O)c1c(O)c2cccnc2n(-c2cccc(F)c2)c1=O,-7,-6
O=C(Nc1ccccc1)C(=O)Nc1ccc(F)cc1,-4,-1
CCN(CC)CC(O)COc1ccccc1[N+](=O)[O-] (stereo not drawn),0,2
NS(=O)(=O)c1ccc(NC(=O)CSc2nnc(-c3ccco3)c(-c3ccco3)n2)cc1,40,-1

Going on with the list.
Compound,mHTT CaM bind,Pf apPOL inh
COCC(=O)N1CC(C)C(=O)Nc2ccccc21 (stereo not drawn),-14,3
CCN(CC)CCCOc1c(OC)cccc1OC,-4,7
O=C(C1CCN(c2nnc(-c3ccccc3)o2)CC1)N1CCCCCC1,8,-5
O=C(NN1CCOCC1)C1CCCN(c2ccc(-c3ccc(F)cc3)nn2)C1 (stereo not drawn),-18,-8
O=C1NC2(CCN(Cc3cccc(Cl)c3)CC2)N=C1c1ccccc1,38,-1
Cc1cccn2cc(C(=O)NCc3ccc(N4CCOCC4)cc3)nc12,4,-6
COc1cc2ncnc(NNC(=O)c3cccs3)c2cc1OC,·,13
Cn1c(=O)c(N2CCN(C(=O)Cc3cccs3)CC2)nc2ccncc21,20,20
O=C(CC1CCCC1)NC1CC(O)C(CO)C1 (stereo not drawn),-4,-3
COc1cccc2c1OC1(C)CC2NC(=O)N1c1ccc(Br)cc1 (stereo not drawn),2,2
Cn1c(CNC(=O)c2cccc(N3CCNC(c4ccccc4)C3)n2)nc2ccccc21 (stereo not drawn),40,-5
COc1ccc(/C=c2\sc3ncnn3c2=O)c(OC)c1,-2,4
CN(Cc1ccccc1)Cc1c(O)ccc2c1OC(=Cc1ccc3c(c1)OCO3)C2=O,20,-1
CCN(c1ccccc1)c1nc2nonc2n2c(C)nnc12,-2&8,1&-4
Cc1ccccc1S(=O)(=O)N1CCCC(C)(C(=O)NCc2ccccc2)C1 (stereo not drawn),-12,-4

Reprinted at random: five records from the list, in no set order.
Compound,mHTT CaM bind,Pf apPOL inh
Cn1c(=O)c(N2CCN(C(=O)Cc3cccs3)CC2)nc2ccncc21,20,20
CCN(c1ccccc1)c1nc2nonc2n2c(C)nnc12,-2&8,1&-4
COc1cc2ncnc(NNC(=O)c3cccs3)c2cc1OC,·,13
CCN(CC)CCCOc1c(OC)cccc1OC,-4,7
O=C(C1CCN(c2nnc(-c3ccccc3)o2)CC1)N1CCCCCC1,8,-5
